697 NFkB inh = inhibitors of the PMA/ionomycin-induced NF-kB reporter in 697 B cells | 697 B-cell NF-kB luciferase reporter, 16 h | inhibition, % at 4 µM | 330,000 tested, 0.33% active; in the data active = inhibition above about 35%
tim10-1 inh = tim10-1 yeast growth inhibition; AID 463190; inhibition, % at 20 µM; S. cerevisiae tim10-1 ts strain growth, BacTiter-Glo, 24 h; 330,000 tested, 2.2% active;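 active = inhibition of at least 40%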;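 also: mutant grown at 25 °C; 0% = DMSO wells with yeast and 100% = wells holding no yeast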
XBP1 UPR activ = activators of adaptive arm of unfolded protein response (XBP1). 330,000 tested, 0.33% active. CHO-XBP1 luciferase reporter, IRE1-XBP1 UPR activation, luminescence; percent of tunicamycin response, DMSO as zero. activation, % at 20 µM;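 active = versus positive control, 20 µM dose yields 30% or more activation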;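 also: 100% = tunicamycin at 10 µg/mL and 0% = DMSO only wells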
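Material: CHO-XBP1 cells stably carrying IRE1-XBP1-driven luciferase reporter / Amount: 1000 cells per well / Compound: 20 µM, 1% DMSO / Times: 6 h treatment, 37 °C / Detection: luciferase luminescence / Measure: % activation of reporter signal versus tunicamycin and DMSO controls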
Jurkat NFkB inh = inhibitors of the PMA/ionomycin-induced NF-kB reporter in Jurkat cells; PMA/ionomycin-induced NF-kB luciferase reporter, luminescence; inhibition, % at 4 µM; 330,000 tested, 0.53% active; in the data active = inhibition above about 50%
Mdm2-MdmX inh = human Mdm2/MdmX binding inhibition; inhibition, % at 8 µM; 330,000 tested, 3% active; O15151+Q00987; SaOS-2 split-luciferase Mdm2/MdmX complementation, luminescence;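 active = inhibition of at least 50% at 8 µM in the primary screen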
Target sequence (O15151 whole entry, looked up): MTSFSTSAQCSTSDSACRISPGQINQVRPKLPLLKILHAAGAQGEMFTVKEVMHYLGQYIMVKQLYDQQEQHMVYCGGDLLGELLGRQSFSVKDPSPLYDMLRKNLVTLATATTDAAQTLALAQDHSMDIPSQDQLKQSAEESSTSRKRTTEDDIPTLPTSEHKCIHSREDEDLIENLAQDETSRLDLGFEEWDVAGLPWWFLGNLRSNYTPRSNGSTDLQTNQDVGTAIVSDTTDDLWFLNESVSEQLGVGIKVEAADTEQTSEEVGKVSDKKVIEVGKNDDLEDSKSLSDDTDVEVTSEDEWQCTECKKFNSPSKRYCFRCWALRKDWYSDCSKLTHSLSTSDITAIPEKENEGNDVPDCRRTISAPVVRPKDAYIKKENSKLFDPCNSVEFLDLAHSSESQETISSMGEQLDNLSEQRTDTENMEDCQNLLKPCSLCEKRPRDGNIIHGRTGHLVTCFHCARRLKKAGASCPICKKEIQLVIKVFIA
Target sequence (Q00987 whole entry, looked up): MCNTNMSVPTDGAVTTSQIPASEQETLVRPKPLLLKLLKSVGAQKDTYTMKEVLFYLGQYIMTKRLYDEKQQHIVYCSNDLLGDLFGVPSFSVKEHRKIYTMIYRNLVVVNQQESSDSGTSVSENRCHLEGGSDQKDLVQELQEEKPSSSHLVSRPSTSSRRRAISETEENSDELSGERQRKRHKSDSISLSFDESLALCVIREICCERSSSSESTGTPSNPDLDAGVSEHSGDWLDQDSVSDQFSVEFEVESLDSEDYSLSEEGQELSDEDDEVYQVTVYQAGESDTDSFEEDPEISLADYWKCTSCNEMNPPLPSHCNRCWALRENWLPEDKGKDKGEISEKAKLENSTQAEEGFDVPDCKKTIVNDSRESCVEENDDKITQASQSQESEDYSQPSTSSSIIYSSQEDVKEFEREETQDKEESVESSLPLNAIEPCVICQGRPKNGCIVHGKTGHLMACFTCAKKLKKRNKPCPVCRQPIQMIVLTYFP
tim23-1 inh = inhibits growth of tim23-1 mutant yeast; S. cerevisiae tim23-1 growth, BacTiter-Glo luminescence, 24 h; inhibition, % at 20 µM; 330,000 tested, 1.3% active; AID 463212;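 active = growth inhibition of the mutant yeast at or above 50%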;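 also: temperature-sensitive mutant grown at 25 °C; plate controls were DMSO-treated mutant yeast for no effect and medium wells lacking yeast for full effect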
CHOP UPR activ = activators of apoptotic arm of unfolded protein response (CHOP); CHO-CHOP luciferase reporter, UPR activation, luminescence; percent of tunicamycin response over DMSO baseline; activation, % at 10 µM; 330,000 tested, 0.34% active;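 active = at 10 µM dose, activation of 40% or more, normalized to positive control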;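 also: 100% = tunicamycin at 10 µg/mL and 0% = DMSO alone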
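assay system = CHO CHOP reporter cells | amount = 500 CHO-CHOP cells per well | buffer or medium = F12 with 10% FBS | incubation = 16-18 h cell attachment, then 6 h compound exposure, 37 °C | detection = luminescence read with Steady-Glo | read-out = percent activation relative to tunicamycin control | controls = tunicamycin high control, DMSO low control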
TIM10 inh = TIM10 yeast growth inhibition. S. cerevisiae TIM10 strain growth, BacTiter-Glo luminescence, 24 h. inhibition, % at 10 µM. 330,000 tested, 1.4% active. AID 463195;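 active = inhibition of 40% or more at the single tested concentration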;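 also: wild-type TIM10 isogenic control strain grown at permissive 25 °C; 0% = DMSO yeast wells and 100% = minimal medium wells without yeast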
An asterisk follows results filed as active; / = no result given. An unsorted share of the library (roughly 6.6% active in at least one column).

SMILES	697 NFkB inh	tim10-1 inh	XBP1 UPR activ	Jurkat NFkB inh	Mdm2-MdmX inh	tim23-1 inh	CHOP UPR activ	TIM10 inh
CC(=O)Nc1nc(CC(=O)c2ccccc2)cs1	-7	2	0	-14	-26	12	0.5	4
Cc1cc(OCCCCCNCCO)cc(C)c1Cl	-14	27	-1	-1	31	1	-0.5	10
CCOCCCN1CC(C(=O)NCc2ccc3c(c2)OCO3)CC1=O (stereo not drawn)	-3	-13	-3	-7	18	4	-2.3	4
COCCCNC(=O)C1CCC(=O)N1Cc1ccccc1Cl (stereo not drawn)	13	-16	-2	2	14	-5	0.5	-24
O=C(NC(CC(=O)N1CCN(c2ccc([N+](=O)[O-])cc2)CC1)c1ccccc1)c1ccccc1Cl (stereo not drawn)	4	17	0	1	13	-18	1.7	-10
CCc1ccc(S(=O)(=O)Nc2cccc(-c3ccc4nncn4n3)c2)s1	-9	16	2	1	38	-12	-1.8	-12
COC(=O)[C@@H]1C[C@@]2(O)[C@H](O)[C@H](O)[C@H](O)C[C@H]2N1Cc1ccc(C(F)(F)F)cc1	-8	8	1	-14	-28	5	0.8	4
COc1ccc(CCNC(=O)CNC(=O)c2ccccc2Br)cc1OC	3	-2	0	5	8	1	-1.0	7
Cc1nnc(NC(=O)c2cccc(F)c2)s1	-11	2	4	-4	6	6	1.6	6
CCC(C)Sc1cc(C)c(C#N)c2nc3ccccc3n12 (stereo not drawn)	-22	17	3	16	29	54*	1.3	32
COC(=O)c1ccsc1NC(=O)CSc1nnnn1Cc1ccccc1	11	35	0	33	29	51*	-1.7	11
O=C(CN1C(=O)c2cccnc2Oc2ccc(Cl)cc21)NC1CCCCC1	-18	15	-1	-23	12	28	0.4	10
Cc1nn(C(C)C(=O)NCCCN2CCCCC2C)c(=O)c2c1sc1ccccc12 (stereo not drawn)	-7	7	0	-8	-2	-10	0.0	-5
O=C(O)CCC(=O)N1N=C(c2c(-c3ccccc3)c3cc(Cl)ccc3[nH]c2=O)CC1c1ccccc1 (stereo not drawn)	21	2	-4	-4	3	13	0.6	7
COc1cc(C2N(c3cc(C)on3)C(=O)C3CCCN32)cc(OC)c1OC (stereo not drawn)	11	13	2	-6	-1	10	1.8	0

Random excerpt: six records from the list.
SMILES	697 NFkB inh	tim10-1 inh	XBP1 UPR activ	Jurkat NFkB inh	Mdm2-MdmX inh	tim23-1 inh	CHOP UPR activ	TIM10 inh
COCCCNC(=O)C1CCC(=O)N1Cc1ccccc1Cl (stereo not drawn)	13	-16	-2	2	14	-5	0.5	-24
Cc1nn(C(C)C(=O)NCCCN2CCCCC2C)c(=O)c2c1sc1ccccc12 (stereo not drawn)	-7	7	0	-8	-2	-10	0.0	-5
CC(=O)Nc1nc(CC(=O)c2ccccc2)cs1	-7	2	0	-14	-26	12	0.5	4
O=C(NC(CC(=O)N1CCN(c2ccc([N+](=O)[O-])cc2)CC1)c1ccccc1)c1ccccc1Cl (stereo not drawn)	4	17	0	1	13	-18	1.7	-10
CCc1ccc(S(=O)(=O)Nc2cccc(-c3ccc4nncn4n3)c2)s1	-9	16	2	1	38	-12	-1.8	-12
COC(=O)c1ccsc1NC(=O)CSc1nnnn1Cc1ccccc1	11	35	0	33	29	51*	-1.7	11

New compounds follow:
SMILES	697 NFkB inh	tim10-1 inh	XBP1 UPR activ	Jurkat NFkB inh	Mdm2-MdmX inh	tim23-1 inh	CHOP UPR activ	TIM10 inh
Cc1cc(C)c2sc(NNC(=O)C3COc4ccccc4O3)nc2c1 (stereo not drawn)	17	16	3	3	40	13	2.3	-30
COc1ccc(C2C(C#N)=C(N)Oc3n[nH]c(C)c32)cc1CSc1ccccn1 (stereo not drawn)	14	22	-1	6	8	23	-0.3	9
CNC(=S)N(CCc1c(C)[nH]c2ccccc12)Cc1cccnc1	-7	5	-3	-21	6	8	3.6	0
CCCC(NC(=O)CCl)c1ccccc1 (stereo not drawn)	30	16	-2	-6	7	16	0.0	-1
C[C@]12c3[nH]c4ccc(Cl)cc4c3CCN1C(=O)[C@@H](CC(=O)NCCC1=CCCCC1)C[C@@H]2C(=O)N1CCOCC1	19	9	0	/	35	27	6.8	-6
CN(C(=O)C1CCCO1)c1nnc(-c2ccccn2)s1 (stereo not drawn)	-38	15	1	-10	21	13	4.2	5
COC(=O)CSc1cc(SCC(=O)OC)c(C#N)c(SCC(=O)OC)c1	7	0	0	3	16	13	-2.5	-4
CCCc1cc(=O)[nH]c(SCC(=O)N2CC3(C)CC2CC(C)(C)C3)n1 (stereo not drawn)	2	10	-2	-9	2	6	-0.1	0
N/C(=N\OC(=O)CCc1ccccc1)c1ccc(Br)cc1	-18	47*	0	-25	-34	65*	0.7	61*
O=C(CSc1n[nH]c(=O)n1Cc1ccco1)c1ccc2c(c1)OCCO2	-24	17	-2	-25	-1	5	4.9	-2
COc1ccc(OC)c(C2C(C(=O)c3ccco3)=C(O)C(=O)N2Cc2cccnc2)c1 (stereo not drawn)	15	1	-3	-2	3	9	1.4	-9
COc1ccc(-c2ccc(SCC(=O)c3cccs3)nn2)cc1	-60	20	0	-17	-32	13	1.3	43*
COc1ccc(N(CC(=O)NCCSc2ccccn2)S(=O)(=O)c2ccccc2)cc1Cl	-29	13	0	-12	12	21	0.3	-10
CC(C)(C)c1nc(Sc2ncccc2[N+](=O)[O-])n[nH]1	9	-4	2	9	13	-8	-1.3	-11
CCCN1CCN(C(c2cc3cc(OCC)ccc3[nH]c2=O)c2nnnn2C2CCCCC2)CC1 (stereo not drawn)	19	15	1	-25	0	-5	-0.7	3
CCN(CC)S(=O)(=O)c1ccc2c(c1)N(CC(=O)Nc1ccc(NC(C)=O)cc1)C(=O)CO2	12	-3	3	-8	6	-3	1.7	5
CCOc1cccc2cc(C(=O)N3CCOCC3)c(=O)oc12	11	-9	1	2	8	2	2.8	7
CCNC(=O)c1ccc(NS(=O)(=O)c2ccc3[nH]c(=O)[nH]c3c2)cc1	24	-13	-1	0	23	5	0.4	3
CCc1ccc(C(=O)NC(CCSC)C(=O)OC)cc1 (stereo not drawn)	6	6	0	-11	12	22	0.6	-8
O=C(c1cc(-c2ccc(O)cc2)on1)N1CCCCCC1	-171	5	3	-95	-114	31	6.9	-4
O=C(CCS(=O)(=O)c1ccccc1F)Nc1ccc(N2CCN(Cc3ccccc3)CC2)cc1	3	5	1	-14	6	-10	-0.8	3
CC1CC(C)CN(CCCNC(=O)CN2C(=O)CSc3ccc(S(=O)(=O)N4CCOCC4)cc32)C1 (stereo not drawn)	-52	23	0	-16	-8	12	1.1	15
COC(=O)c1ccccc1NC(=O)c1cnc2sccn2c1=O	-33	8	4	-18	4	2	-1.0	5
Cc1c(Cl)cccc1NC(=O)Nc1ccc(C(=O)N2CCCC2)cc1	-20	25	0	-28	42	17	1.4	7
CCOC(=O)c1sc(NC(=O)c2ccccc2)cc1C	-119	6	6	-163	-113	64*	6.8	50*
O=C(NNC(=O)c1cc(F)c(F)cc1Cl)c1ccc(NS(=O)(=O)c2cccs2)cc1	3	-16	-3	-8	26	-9	-0.4	4
C/C(Cn1nnc([N+](=O)[O-])n1)=N\NC(=O)c1ccncc1	9	-8	0	-2	9	-5	0.6	-16
CCOC(=O)/C(=N/Nc1ccccc1OC)N1CCCc2ccccc21	0	15	-1	-7	15	26	5.6	12
CCN1CCN(S(=O)(=O)c2ccc(Cl)c(C(=O)NCc3nc4ccccc4[nH]3)c2)CC1	9	-14	-3	4	17	-3	0.0	-10
CC(Oc1ccc(Cl)cc1Cl)C(=O)NNC(=O)[C@@H]1CCCC[C@@H]1C(=O)O (stereo partly drawn)	-2	-18	-3	11	15	3	1.2	0

Complete entries as entered above. Screens in order: 697 NFkB inh	tim10-1 inh	XBP1 UPR activ	Jurkat NFkB inh	Mdm2-MdmX inh	tim23-1 inh	CHOP UPR activ	TIM10 inh
Profile of CCOC(=O)/C(=N/Nc1ccccc1OC)N1CCCc2ccccc21 : 0	15	-1	-7	15	26	5.6	12
Profile of CN(C(=O)C1CCCO1)c1nnc(-c2ccccn2)s1 (stereo not drawn) : -38	15	1	-10	21	13	4.2	5

More entries
SMILES	697 NFkB inh	tim10-1 inh	XBP1 UPR activ	Jurkat NFkB inh	Mdm2-MdmX inh	tim23-1 inh	CHOP UPR activ	TIM10 inh
COC(=O)c1ccc(CSc2nnc(-c3ccncc3)o2)o1	-17	9	-1	-2	7	3	0.5	-13
CC(OC(=O)c1ccc(NS(=O)(=O)c2ccc3[nH]c(=O)[nH]c3c2)cc1)C(=O)Nc1cccc(Cl)c1Cl (stereo not drawn)	12	6	-2	-5	18	-7	0.9	-2
NC(=O)CC(NC(=O)Cc1ccc(Cl)cc1)c1ccc(NCCN2CCOCC2)c([N+](=O)[O-])c1 (stereo not drawn)	-2	-2	-2	7	29	10	0.6	5
Cc1cc2c3c(c1C)C1(C(=O)N3C(C)(C)CC2C)C(C#N)=C(N)Oc2cc(O)ccc21 (stereo not drawn)	6	9	0	-8	36	20	1.2	-1
Cc1ccc(NC(=O)COC(=O)Cc2ccsc2)c(C)c1	20	-5	-4	5	11	4	0.1	-3
CC(C)CCNC(=O)c1onc(CSc2ccncc2)c1C(=O)NCCC(C)C	9	29	1	13	6	31	1.0	19
COc1ccccc1C(=O)Nc1nnc(-c2ccc3c(c2)CCCC3)o1	-51	25	-2	-14	-29	52*	1.1	39
COc1ccccc1OC(C)C(=O)N1CCC(Cc2ccccc2)CC1 (stereo not drawn)	10	6	-1	4	12	25	0.3	13
CCn1c(O)c(N=NC(=O)C(O)c2ccccc2)c2ccccc21 (stereo not drawn)	30	17	0	7	7	8	-1.6	9
NNC(=O)c1sc2cc(C(F)(F)F)cnc2c1-c1ccccn1	15	2	-2	4	-3	4	-0.5	11
C=CCOc1ccc(/C(O)=C2\C(=O)C(=O)N(CCCOC)C2c2ccc(O)c(OC)c2)cc1 (stereo not drawn)	11	-10	4	10	16	0	0.9	0
CC(CN(C)Cc1ccccc1)OC(=O)c1cccs1 (stereo not drawn)	5	16	4	-8	8	19	0.8	2
CCSc1nc2c(c(=O)[nH]1)C(C(C)C)C(C#N)=C(N)O2 (stereo not drawn)	3	-11	0	0	20	9	-0.3	0
CC(C)c1ccccc1NS(C)(=O)=O	9	3	-1	2	15	-1	-1.0	1
CCOc1nc2cnccc2n(CC(=O)Nc2ccccc2F)c1=O	9	-13	3	-7	-7	4	0.8	6
O=C1c2ccccc2C(=O)N1c1ccc(S(=O)(=O)N2CCN(c3ccccc3)CC2)cc1	8	4	-3	4	11	0	0.1	3
Cc1cccc(C)c1NC(=O)CN(C)C(=O)CSCc1c(C)noc1C	-6	-27	-2	-22	9	-13	-0.8	-13
CC[N+](C)(C)CCN(Cc1ccc(Cl)cc1)c1ccccn1	-17	6	-1	-9	11	12	-0.5	-14
COC(=O)C1=C(C(=O)OC)[C@@H]2Nc3ccccc3[C@@]23C[C@@H](C(=O)OC)N(C(=O)CC(C)C)C3=N1	26	-2	2	12	10	15	-0.8	0
COc1ccc(C/C(O)=C(\C#N)c2nc3ccccc3s2)cc1	-11	-26	0	-11	25	18	-0.5	10
Cc1cc(C)c2c(N)c(C(=O)Nc3ncc(C)s3)sc2n1	-278	23	-8	16	79*	1	-10	18
O=C1CC(c2ccco2)Sc2ccccc2N1 (stereo not drawn)	-2	11	0	-7	-21	2	1.0	-11
CC(=O)Nc1cccc(C(=O)OCC(=O)NC(C)c2ccc(F)cc2)c1 (stereo not drawn)	-21	5	-1	-11	-19	8	1.0	4
CS(=O)(=O)c1ccc(C(=O)OCC(=O)Nc2cccnc2Cl)cc1[N+](=O)[O-]	7	36	-9	7	38	45	-7.3	31
Cc1ccc(C)c(C(=O)CCC(=O)N2CCN(c3cccc(C(F)(F)F)c3)CC2)c1	8	31	-4	2	3	31	1.9	22
Cc1cc(=O)oc2cc(OCC(=O)N3CCN(c4ccccc4)CC3)ccc12	22	2	0	12	-8	24	2.7	6

Screening results from PubChem BioAssay.
